HKDC1 inh = HKDC1 (human) hexokinase inhibition; Q2TB90; recombinant HKDC1, G6PDH/diaphorase resazurin coupled fluorescence; inhibition, % at 20 µM; 340,000 compounds, 0.16% hits;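 active = inhibition above about 35% when tested at 20 µM, limit read from the data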;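 note: plate controls were DMSO wells with enzyme for no effect and DMSO wells lacking enzyme for full effect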
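Test system: Recombinant HKDC1 (HK5) hexokinase enzyme, produced in-house | Input: HKDC1 at 5 µg/mL | Buffer or medium: Tris pH 8.0 buffer with MgCl2, Tween-20, BSA, BME | Schedule: 90 min reaction incubation at room temperature, dark | Technique: Resazurin-to-resorufin fluorescence via G6PDH and diaphorase coupling, 525/613 nm | Controls: DMSO wells with and without enzyme mix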
SENP8 block-1 = inhibitors of human SENP8 protease; Q96LD8; recombinant SENP8, Nedd8 substrate fluorescence; inhibition, % at 20 µM; 360,000 compounds, 0.64% hits; AID 602440; in the data active = inhibition mostly above about 40%, no sharp cut-off; inactive = mostly below about 27%
Target sequence (Q96LD8 whole entry, looked up): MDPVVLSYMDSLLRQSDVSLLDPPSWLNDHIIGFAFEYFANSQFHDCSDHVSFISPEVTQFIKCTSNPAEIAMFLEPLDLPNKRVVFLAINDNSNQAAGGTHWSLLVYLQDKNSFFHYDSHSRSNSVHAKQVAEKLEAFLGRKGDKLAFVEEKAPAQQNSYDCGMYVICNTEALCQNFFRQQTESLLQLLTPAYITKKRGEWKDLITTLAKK
SENP6 block = inhibitors of human SENP6 protease | Q9GZR1 | Recombinant SENP6 catalytic domain, aminoluciferin luminescence | inhibition, % at 10 µM | 330,000 compounds, 1.8% hits | AID 2599;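 active = inhibition above about 50% at the single tested dose, limit read from the data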;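 note: plate controls were DMSO wells with enzyme for no effect and DMSO wells lacking enzyme for full effect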
Target sequence (Q9GZR1 628-1112 limits assumed): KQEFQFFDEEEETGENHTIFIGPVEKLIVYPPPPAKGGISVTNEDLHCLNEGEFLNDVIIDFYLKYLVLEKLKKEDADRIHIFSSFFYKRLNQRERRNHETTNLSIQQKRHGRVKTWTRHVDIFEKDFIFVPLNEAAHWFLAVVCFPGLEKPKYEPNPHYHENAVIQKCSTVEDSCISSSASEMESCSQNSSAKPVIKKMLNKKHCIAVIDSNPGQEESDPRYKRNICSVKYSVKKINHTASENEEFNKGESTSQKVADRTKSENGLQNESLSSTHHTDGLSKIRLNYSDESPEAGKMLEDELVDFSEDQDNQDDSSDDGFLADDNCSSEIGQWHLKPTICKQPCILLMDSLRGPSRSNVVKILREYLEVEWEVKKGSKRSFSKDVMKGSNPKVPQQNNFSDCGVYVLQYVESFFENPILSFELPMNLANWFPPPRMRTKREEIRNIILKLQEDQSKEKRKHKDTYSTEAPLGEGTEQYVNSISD
PfGluPho inh = PfG6PD (Plasmodium falciparum) enzyme inhibition; PfGluPho enzyme, NADPH resazurin-diaphorase fluorescence; inhibition, % at 20 µM; 350,000 compounds, 0.78% hits; AID 504690;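 active = inhibition reaching at least a set limit at 20 µM in the primary screen, cut at about 59% in these data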;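 note: 0% = DMSO wells with substrate and 100% = DMSO wells lacking glucose-6-phosphate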
SENP1 inh = SENP1 (human) catalytic domain inhibition; Q9P0U3; recombinant SENP1 catalytic domain, CyPet-SUMO1-YPet FRET cleavage; inhibition, % at 10 µM; 360,000 compounds, 0.21% hits; AID 624204;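 active = inhibition at least 30% at 10 µM, raw YFP signal under a set limit, fluorescence ratio 0.5 to 1.5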;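 note: 0% = enzyme with DMSO and 100% = no enzyme wells; some results filed as inactive read as strong as hits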
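material = recombinant human SENP1 catalytic domain, His6-tagged | quantity = 20 pM enzyme | reagent = 25 nM SUMO1 FRET substrate | compound dosing = 10 µM single point, 0.5% DMSO | timing = 50 min enzyme reaction, room temperature, light-protected | detection = FRET, CFP and YFP emission | control set = no-enzyme low, enzyme-DMSO high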
SENP8 block-2 = SENP8 protease inhibition; purified SENP8, Z-RLRGG-aminoluciferin cleavage, luminescence; inhibition, % at 10 µM; 330,000 compounds, 1.2% hits; AID 2540; in the data active = inhibition above about 50%
SENP7 inh = inhibitors of human SENP7 protease; inhibition, % at 5 µM; 330,000 compounds, 1.5% hits; recombinant SENP7, Z-RLRGG-aminoluciferin luminescence, 40 min;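 active = inhibition above about 50% at the single test dose, limit read from the data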;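 note: plate controls were DMSO with enzyme for no effect and no enzyme buffer wells for full effect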
Target sequence (Q9BQF6 706-1050 limits assumed): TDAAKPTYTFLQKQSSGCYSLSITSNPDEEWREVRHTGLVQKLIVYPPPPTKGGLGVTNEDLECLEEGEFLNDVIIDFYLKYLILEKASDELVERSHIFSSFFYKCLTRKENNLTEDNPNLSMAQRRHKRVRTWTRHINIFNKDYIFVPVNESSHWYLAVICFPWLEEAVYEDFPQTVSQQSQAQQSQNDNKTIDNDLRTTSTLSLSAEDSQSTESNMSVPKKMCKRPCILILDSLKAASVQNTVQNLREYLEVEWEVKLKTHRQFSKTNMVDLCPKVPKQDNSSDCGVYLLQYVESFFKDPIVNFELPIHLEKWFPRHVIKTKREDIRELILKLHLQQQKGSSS
Apaf1 inhib = blocks human Apaf-1 apoptosome activity; inhibition, % at 20 µM; O14727; 330,000 compounds, 0.71% hits; AID 489030; reconstituted apoptosome caspase-3 activity, DEVD-Rh110 fluorescence; active = inhibition of at least 40% at 20 µM;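 note: plate controls were DMSO wells for no effect and DEVD-CHO caspase inhibitor wells for full effect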
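System: Apoptosome proteins | Medium: Hepes pH 7.5 with detergent and BSA | Also added: Cytochrome c trigger plus (Z-DEVD)2-Rh110 caspase-3 substrate | Incubation: 30 min compound preincubation, 50 min activation, room temperature | Detection: Rhodamine 110 fluorescence at Ex 480/Em 540 nm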
Starred values were filed as active, the others as inactive.

Screening Cc1ccc(OCC(=O)Nc2nc(-c3ccccn3)cs2)c(C)c1 returned HKDC1 inh 5, SENP8 block-1 -6, SENP6 block -16, PfGluPho inh 19, SENP1 inh -6, SENP8 block-2 -13, SENP7 inh -3 and Apaf1 inhib 12.
Screening COc1ccccc1CNC1CCCc2ccccc21 (configuration not stated) returned HKDC1 inh -2, SENP8 block-1 17, SENP6 block 3, PfGluPho inh -1, SENP1 inh 0, SENP8 block-2 9, SENP7 inh 7 and Apaf1 inhib -7.
Screening N#Cc1nc(Cc2cccc3ccccc23)oc1N1CCN(c2ccccc2)CC1 returned HKDC1 inh -6, SENP8 block-1 4, SENP6 block 27, PfGluPho inh 0, SENP1 inh 1, SENP8 block-2 8, SENP7 inh 5 and Apaf1 inhib 1.
Screening CCOC(=O)c1c(C)[nH]c(C)c1C(=O)COC(=O)[C@@H](NC(=O)c1ccccc1OCC)C(C)C returned HKDC1 inh 16, SENP8 block-1 6, SENP6 block -2, PfGluPho inh -18, SENP1 inh -2, SENP8 block-2 -5, SENP7 inh -4 and Apaf1 inhib 0.
Screening CCN1CCN(CCCN(Cc2ccco2)C(=S)Nc2cccc(Cl)c2C)CC1 returned HKDC1 inh -4, SENP8 block-1 17, SENP6 block 8, PfGluPho inh 0, SENP1 inh 4, SENP8 block-2 2, SENP7 inh 4 and Apaf1 inhib -5.
`O=C(CCSc1ccc(F)cc1)NNC(=O)c1ccc([N+](=O)[O-])cc1` gave HKDC1 inh -1, SENP8 block-1 8, SENP6 block 20, PfGluPho inh 4, SENP1 inh 1, SENP8 block-2 -14, SENP7 inh -6 and Apaf1 inhib 3.
CCC1=C(c2ccc(OC)cc2)CCC(C(=O)O)C1C (configuration not stated) was read as HKDC1 inh 2, SENP8 block-1 1, PfGluPho inh -22 and SENP1 inh 3.
C[C@H](NC(=O)[C@@H]1Cc2ccccc2CN1)C(=O)Nc1ccc2c(c1)OCCO2 was read as HKDC1 inh 1, SENP8 block-1 0, SENP6 block -19, PfGluPho inh -9, SENP1 inh 3, SENP8 block-2 -8, SENP7 inh -19 and Apaf1 inhib -3.
Screening CCC/C=N/Nc1nnc(Cc2ccc(OC)c(OC)c2)c(=O)[nH]1 returned HKDC1 inh -3, SENP8 block-1 11, SENP6 block -6, PfGluPho inh 7, SENP1 inh 1, SENP8 block-2 -3, SENP7 inh 0 and Apaf1 inhib 2.
Screening CC(=O)Nc1ccc(S(=O)(=O)NC2CC(=O)N(c3ccc(C)cc3)C2)cc1 (configuration not stated) returned HKDC1 inh 1, SENP8 block-1 0, SENP6 block -5, PfGluPho inh 7, SENP1 inh 1, SENP8 block-2 -2, SENP7 inh -7 and Apaf1 inhib 2.
For CCOc1ccc(OCCCC(=O)ON=C(N)c2ccccc2Cl)cc1 the results were HKDC1 inh -3, SENP8 block-1 1, SENP6 block 4, PfGluPho inh 3, SENP1 inh -1, SENP8 block-2 -1, SENP7 inh -5 and Apaf1 inhib 0.
COc1cc(/C=N/N(C)C)ccc1OC(=O)c1ccco1 was read as HKDC1 inh -8, SENP8 block-1 7, SENP6 block -7, PfGluPho inh -11, SENP1 inh 0, SENP8 block-2 -6, SENP7 inh 1 and Apaf1 inhib 0.
Screening CC1=C(C(=O)OCc2ccc3c(c2)OCO3)C(c2cccc([N+](=O)[O-])c2)NC(=O)N1 (configuration not stated) returned HKDC1 inh -12, SENP8 block-1 10, SENP6 block -30, PfGluPho inh -17, SENP1 inh 2, SENP8 block-2 -5, SENP7 inh -2 and Apaf1 inhib 13.
Nc1c(C(=O)CSc2nc3ccccc3o2)c(=O)[nH]c(=O)n1C1CC1 was read as HKDC1 inh -1, SENP8 block-1 2, SENP6 block -14, PfGluPho inh -6, SENP1 inh 0, SENP8 block-2 -6, SENP7 inh 8 and Apaf1 inhib 3.
`O=C(Nc1ccccn1)c1ccc2ccccc2c1O` gave HKDC1 inh 18, SENP8 block-1 inactive, SENP6 block 63*, PfGluPho inh 21, SENP1 inh -52, SENP8 block-2 43, SENP7 inh 25 and Apaf1 inhib 45*.
NC(=O)NC(Cc1ccccc1)C(=O)NCCCSc1ccccc1 (configuration not stated) was read as HKDC1 inh -3, SENP8 block-1 13, SENP6 block -32, PfGluPho inh -2, SENP1 inh -1, SENP8 block-2 -1, SENP7 inh -3 and Apaf1 inhib 7.
COc1cc(CNC(=O)CCCCCCC(C)C)ccc1O was read as HKDC1 inh 4, SENP8 block-1 13, SENP6 block -8, PfGluPho inh 18, SENP1 inh -1, SENP8 block-2 0, SENP7 inh 11 and Apaf1 inhib 6.
For COc1ccccc1N1CCN(C2CC(=O)N(c3cccc(Br)c3)C2=O)CC1 (configuration not stated) the results were HKDC1 inh -6, SENP8 block-1 6, SENP6 block -8, PfGluPho inh -4, SENP1 inh 0, SENP8 block-2 -5, SENP7 inh -8 and Apaf1 inhib 7.
Screening Nc1ccc(CCC(=O)N2CCCC2)cc1 returned HKDC1 inh 10, SENP8 block-1 -2, SENP6 block -3, PfGluPho inh 8, SENP1 inh 2, SENP8 block-2 1, SENP7 inh 5 and Apaf1 inhib -6.
For CCc1ccccc1-n1c(SCC(=O)N2CCCC2)nnc1-c1ccccn1 the results were HKDC1 inh -3, SENP8 block-1 13, SENP6 block -23, PfGluPho inh -4, SENP1 inh 1, SENP8 block-2 -4, SENP7 inh 1 and Apaf1 inhib 10.
For COc1ccccc1N(O)C1CC(=O)N(c2ccc(Br)cc2)C1=O (configuration not stated) the results were HKDC1 inh 26, SENP8 block-1 19, SENP6 block 4, PfGluPho inh -15, SENP1 inh -5, SENP8 block-2 -9, SENP7 inh 4 and Apaf1 inhib 15.
For O=C(CCNC(=O)Cn1cnc2ccccc2c1=O)NCC1CCCO1 (configuration not stated) the results were HKDC1 inh -1, SENP8 block-1 -4, SENP6 block 16, PfGluPho inh 3, SENP1 inh 2, SENP8 block-2 5, SENP7 inh -9 and Apaf1 inhib 1.
For Cc1ccc(N2C(=O)C3CCCN3C2=S)c(C)c1 (configuration not stated) the results were HKDC1 inh -5, SENP8 block-1 10, SENP6 block -5, PfGluPho inh 1, SENP1 inh 1, SENP8 block-2 -10, SENP7 inh -5 and Apaf1 inhib -7.
O=C(CN(C(=O)CCC(=O)Nc1ccccn1)c1ccc2c(c1)OCO2)NCc1ccc(F)cc1 was read as HKDC1 inh -46, SENP8 block-1 4, SENP6 block 4, PfGluPho inh 21, SENP1 inh 1, SENP8 block-2 12, SENP7 inh -7 and Apaf1 inhib -3.

Pulled one by one from the entries so far:
`O=C(CCSc1ccc(F)cc1)NNC(=O)c1ccc([N+](=O)[O-])cc1` gave HKDC1 inh -1, SENP8 block-1 8, SENP6 block 20, PfGluPho inh 4, SENP1 inh 1, SENP8 block-2 -14, SENP7 inh -6 and Apaf1 inhib 3.
CCC1=C(c2ccc(OC)cc2)CCC(C(=O)O)C1C (configuration not stated) was read as HKDC1 inh 2, SENP8 block-1 1, PfGluPho inh -22 and SENP1 inh 3.
Screening CCN1CCN(CCCN(Cc2ccco2)C(=S)Nc2cccc(Cl)c2C)CC1 returned HKDC1 inh -4, SENP8 block-1 17, SENP6 block 8, PfGluPho inh 0, SENP1 inh 4, SENP8 block-2 2, SENP7 inh 4 and Apaf1 inhib -5.
For CCOc1ccc(OCCCC(=O)ON=C(N)c2ccccc2Cl)cc1 the results were HKDC1 inh -3, SENP8 block-1 1, SENP6 block 4, PfGluPho inh 3, SENP1 inh -1, SENP8 block-2 -1, SENP7 inh -5 and Apaf1 inhib 0.

The listing continues:
Screening O=C(NC1CCCC1)C(c1ccncc1)N(Cc1ccccc1)C(=O)Cc1cccs1 (configuration not stated) returned HKDC1 inh -6, SENP8 block-1 -3, SENP6 block -23, PfGluPho inh -12, SENP1 inh -1, SENP8 block-2 -2, SENP7 inh 12 and Apaf1 inhib -16.
COc1cccc(NC(=O)COC(=O)c2c(F)cccc2Cl)c1 was read as HKDC1 inh -6, SENP8 block-1 8, SENP6 block -10, PfGluPho inh 2, SENP1 inh 2, SENP8 block-2 -3, SENP7 inh -2 and Apaf1 inhib -5.
Screening Cc1noc(C)c1NC(=O)Nc1cccc2c1O[C@H](CN(C)C(=O)Nc1ccc3c(c1)OCO3)[C@@H](C)CN([C@H](C)CO)C2=O returned HKDC1 inh -2, SENP8 block-1 6, SENP6 block 3, PfGluPho inh 19, SENP1 inh 0, SENP8 block-2 9, SENP7 inh -1 and Apaf1 inhib -4.
For c1cncc(-c2nc3ccccc3o2)c1 the results were HKDC1 inh 4, SENP8 block-1 16, SENP6 block -19, PfGluPho inh -2, SENP1 inh 23, SENP8 block-2 0, SENP7 inh 9 and Apaf1 inhib 6.
`CCCSc1ccc(C(=O)Nc2ccc(Cl)cc2)cn1` gave HKDC1 inh 1, SENP8 block-1 7, SENP6 block 5, PfGluPho inh 6, SENP1 inh 0, SENP8 block-2 3, SENP7 inh 12 and Apaf1 inhib -3.
`Cc1ccc(NC(=O)COC(=O)c2ccc(S(=O)(=O)N3CCCCC3)cc2)cc1` gave HKDC1 inh -7, SENP8 block-1 11, SENP6 block -5, PfGluPho inh -9, SENP1 inh 2, SENP8 block-2 -3, SENP7 inh 0 and Apaf1 inhib -14.
`COCCn1cnc2cc(C)c(C)cc21` gave HKDC1 inh -2, SENP8 block-1 14, SENP6 block -19, PfGluPho inh 0, SENP1 inh 0, SENP8 block-2 -4, SENP7 inh 13 and Apaf1 inhib 8.
`CCOC(=O)CNC(=O)C(Cc1ccccc1)NS(=O)(=O)c1ccc2c(c1)CCC(=O)N2` (configuration not stated) gave HKDC1 inh -9, SENP8 block-1 9, SENP6 block -15, PfGluPho inh -7, SENP1 inh 1, SENP8 block-2 0, SENP7 inh 9 and Apaf1 inhib -19.
Screening COc1ccc(NC(=O)COC(=O)c2cc(C)oc2C)cc1OC returned HKDC1 inh 0, SENP8 block-1 2, SENP6 block 6, PfGluPho inh 11, SENP1 inh -2, SENP8 block-2 5, SENP7 inh -2 and Apaf1 inhib -9.
Screening O=C(Nc1ccccc1N1CCCC1)C1CCCO1 (configuration not stated) returned HKDC1 inh -4, SENP8 block-1 12, SENP6 block 13, PfGluPho inh -1, SENP1 inh -1, SENP8 block-2 6, SENP7 inh -1 and Apaf1 inhib -3.
O=C(O)c1cccc(S(=O)(=O)NCCc2ccccc2)c1 was read as HKDC1 inh -6, SENP8 block-1 2, SENP6 block -14, PfGluPho inh -22, SENP1 inh 0, SENP8 block-2 3, SENP7 inh 0 and Apaf1 inhib -6.
Screening COC(=O)c1ccc(N(CC(=O)NC2CCCC2)C(=O)CNC(=O)c2cccs2)cc1 returned HKDC1 inh -5, SENP8 block-1 4, SENP6 block -8, PfGluPho inh 15, SENP1 inh 4, SENP8 block-2 4, SENP7 inh 4 and Apaf1 inhib 35.
O=S1(=O)CCN(c2ccccc2CC(c2c[nH]c3ccccc23)c2c[nH]c3ccccc23)CC1 was read as HKDC1 inh 1, SENP8 block-1 5, PfGluPho inh 17 and SENP1 inh 1.

Bioassay records from PubChem BioAssay.
